MCF10A rerep: DNA re-replication induction in MCF 10a cells; MCF 10A DNA re-replication, Hoechst nuclear intensity, 48 h; Potency, µM (highest dose often 46.1 µM), without a hit: top-dose activity, positive = re-replication, usual class: activators; hit rate 2.9% among 350,000; AID 624296; further: % of control where 0% means no effect; nearly all actives have a fitted effect of over 50% in size
ATXN2 expr inh: ATXN2 expression inhibition | HEK-293 ATXN2-luciferase reporter, luminescence, 24 h | Potency, µM (top dose mostly 57 µM), for inactives: at the highest dose activity change, negative = inhibition, usual class: inhibitors | hit rate 0.72% among 360,000; further: on the % scale 0 is the no-effect control and ±100 the full control effect; nearly all actives have a fitted effect of over 55% in size
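qHTS (up to 57 uM final) was run with 24 h compound exposure of reporter cells at 37 °C. Each well was multiplexed: SteadyGlo luminescence measured ATXN2-luciferase expression after a fluorogenic Gly-Phe-AFC viability readout (25 uM final).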
ATXN viability: reduces viability in counter-screen for ATXN expression inhibitors. S2 cells (HEK-293 line with an ATXN2-luciferase reporter) viability, CellTiter-Fluor protease fluorescence, 24 h. Potency, µM (top dose mostly 56.7 µM), most hits filed as cytotoxic. hit rate 0.49% among 400,000; further: nearly all actives have a fitted effect of over 40% in size
TGFb inhibitor: inhibitors of TGF-b signaling; HepG2 CAGA-GFP TGF-b/SMAD3 reporter, GFP fluorescence, 18 h; TGF-beta stimulated, 500 pg/mL final; hit rate 1.2% among 410,000; Potency, µM (doses to about 46.1 µM), without a hit: at the top dose activity, negative = inhibition, hits mostly inhibitors; further: on the % scale 0 is the no-effect control and ±100 the full control effect; nearly all actives have a fitted effect of over 65% in size
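HEPG2 CAGA-GFP cells (1000/well, DMEM with 1% FBS) were pre-incubated 2 h at 37 degrees C, given compound by pin tool, then stimulated with TGF-beta at 500 pg/mL final for 18 h before per-cell GFP fluorescence imaging.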
Nrf2 block: Nrf2 pathway inhibition; A549 ARE-Fluc reporter, luciferase luminescence, 18-24 h; Potency, µM (series often up to 46 µM), without a hit: at the highest dose activity change, negative = inhibition, usual class: inhibitors; hit rate 2.1% among 360,000; AID 504444; further: on the % scale 0 is the no-effect control and ±100 the full control effect; nearly all actives have a fitted effect of over 60% in size
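A549 ARE_Fluc cells, 5000/well, 5% FBS OPTI-MEM; compounds in dose-response, 18-24 h at 37 °C/5% CO2; CellTiter-Fluor viability read (Ex 405/Em 525), then BugLite luciferase luminescence = Nrf2 activity.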
Nrf2 ARE act: Nrf2 pathway activation. hit rate 0.31% among 410,000. Potency, µM (top dose mostly 46.1 µM), without a hit: at the highest dose activation, usual class: activators. AREc32 ARE-luciferase reporter (MCF7-derived line), luminescence, 24 h; further: % of control where 0% means no effect; nearly all actives have a fitted effect of over 65% in size
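Luciferase luminescence (Steady-Glo, 30 min at room temperature) served as the read-out of ARE activation in AREc32 cells treated with compounds for 24 hr at 37 deg C.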
HepG2 viability: kills HepG2 cells in TGF-b inhibitor counter-screen | hit rate 0.76% among 410,000 | HepG2 CAGA-GFP viability, ATP luminescence, 18 h | Potency, µM (top dose mostly 46.1 µM), for the others: at the highest dose activity change, negative = cytotoxicity, usual class: cytotoxic; further: some results filed as inactive show a strong effect at the top dose
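HepG2 CAGA-GFP cells (1000/well, DMEM with 1% FBS) received compound, then TGF-beta at 500 pg/mL final, and were incubated 18 hours at 37 degrees C. Viability was read by CellTiter-Glo luminescence. Media-only wells were set as complete cell-killing and DMSO as no toxicity.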
EPAC2 antagonist: antagonists of human EPAC2; AID 720708; EPAC2 GEF exchange of Rap1B-BODIPY-GDP, fluorescence; hit rate 0.18% among 360,000; Potency, µM (doses to about 114 µM), for the others: at the highest dose activity, negative = inhibition, actives largely listed as inhibitors; Q8WZA2; further: on the % scale 0 is the no-effect control and ±100 the full control effect; nearly all actives have a fitted effect of over 45% in size; many of its hits are not listed in these tables
Target sequence (Q8WZA2 whole entry, looked up): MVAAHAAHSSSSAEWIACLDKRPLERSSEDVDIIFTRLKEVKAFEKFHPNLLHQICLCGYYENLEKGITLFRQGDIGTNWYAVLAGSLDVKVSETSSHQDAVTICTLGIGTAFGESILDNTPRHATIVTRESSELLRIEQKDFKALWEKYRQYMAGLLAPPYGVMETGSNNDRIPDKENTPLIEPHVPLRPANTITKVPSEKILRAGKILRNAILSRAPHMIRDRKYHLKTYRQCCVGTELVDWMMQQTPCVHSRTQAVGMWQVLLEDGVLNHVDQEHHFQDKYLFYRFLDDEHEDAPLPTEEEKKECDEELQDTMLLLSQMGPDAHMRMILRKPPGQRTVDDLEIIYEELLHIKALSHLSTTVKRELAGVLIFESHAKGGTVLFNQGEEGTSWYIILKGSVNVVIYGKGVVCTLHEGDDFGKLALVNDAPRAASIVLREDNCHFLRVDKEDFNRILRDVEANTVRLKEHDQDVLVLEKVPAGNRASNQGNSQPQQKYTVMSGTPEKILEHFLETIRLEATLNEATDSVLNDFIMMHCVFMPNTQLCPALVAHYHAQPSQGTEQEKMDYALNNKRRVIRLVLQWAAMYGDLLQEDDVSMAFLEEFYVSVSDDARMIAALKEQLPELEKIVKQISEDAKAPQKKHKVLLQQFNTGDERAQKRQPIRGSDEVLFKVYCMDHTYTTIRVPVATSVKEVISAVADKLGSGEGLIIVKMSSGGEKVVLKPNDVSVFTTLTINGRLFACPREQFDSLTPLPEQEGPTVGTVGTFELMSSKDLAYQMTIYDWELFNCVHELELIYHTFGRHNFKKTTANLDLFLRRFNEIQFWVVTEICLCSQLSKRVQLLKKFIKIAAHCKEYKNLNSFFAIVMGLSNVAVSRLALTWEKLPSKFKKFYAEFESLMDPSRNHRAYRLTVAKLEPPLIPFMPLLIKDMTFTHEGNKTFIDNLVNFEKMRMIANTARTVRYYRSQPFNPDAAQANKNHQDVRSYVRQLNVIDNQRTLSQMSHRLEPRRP
A549 tox: A549 cytotoxicity, counter-screen for Nrf2 inhibitors; A549 ARE-Fluc cells, CellTiter-Fluor viability, 18-24 h; Potency, µM (highest dose often 46 µM), without a hit: at the top dose activity change, negative = cytotoxicity, usual class: inhibitors; hit rate 0.16% among 390,000; further: on the % scale 0 is the no-effect control and ±100 the full control effect
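Cytotoxicity counterscreen: CellTiter-Fluor fluorescence was measured in A549 ARE_Fluc cells after 18-24 h of compound exposure in a concentration series. The subsequent BugLite luminescent read reports ARE-luciferase activity.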
Active calls of the source: *; i = inactive; u = inconclusive; x = no result given; & = joins results of further samples; [ ] = another dose, or the depositor's remark. The call rests on the fitted dose curve; in most records, active means well fitted curve in the direction sought with a large enough effect; inconclusive means small, poorly fitted or top-dose-only effect, or another doubt; inactive means no such curve, though single readings can be large; an effect the other way counts as inactive or inconclusive. Potency means the concentration at half of the fitted maximal effect.

smiles | MCF10A rerep | ATXN2 expr inh | ATXN viability | TGFb inhibitor | Nrf2 block | Nrf2 ARE act | HepG2 viability | EPAC2 antagonist | A549 tox
COCc1ccc(-c2c(-c3ccc(OC)cc3)oc(=O)c3cc(OC)c(OC)cc23)cc1 | 2.6µM* | 30% | i | -24% | -13% | 2.6% | -1% | 10% | 7%
Cc1cc(C)c(NC(=S)NCCCSC2CCCCC2)c(C)c1 | u | -20% | i | u | 21µM* | -0.8% | -1% | -14% | -3%
Cc1ccc(C)c(NC(=O)COC(=O)c2ccc(S(=O)(=O)N3CCCCC3)cc2)c1 | -9% | -9% | i | -1% | 6% | -0.2% | -1% | 16% | -1%
CN(Cc1ccc(F)cc1)C(=O)c1cc(COc2ccc(-n3cncn3)cc2)on1 | 5% | -18% | i | u | u | -0.2% | -10% | -6% | -7%
CCOP(=O)(OCC)c1nc(/C=C/c2ccccc2)oc1NCc1ccc(OC)cc1 | u | -5% | i | u | u | 4.4% | 5% | -3% | -17%
COc1cccc(/C=N/Nc2nc(Nc3ccccc3)nc(-n3nc(C)cc3C)n2)c1O | 15µM* | u | u | 1.6µM* | u | -0.8% | -43% | 1% | u
CN(C)C(CNc1ccc(C(F)(F)F)cn1)c1ccccc1 (stereo not drawn) | -8% | -1% | i | 29% | u | 0.1% | 6% | -8% | -7%
COc1cc(NC(=O)C2CC(=O)N(Cc3ccco3)C2)cc(OC)c1 (stereo not drawn) | 0% | 12% | i | -8% | 3% | 3.6% | 2% | 8% | 14%
CCC(c1nnnn1-c1ccc2c(c1)OCCO2)N1CCN(c2ccccc2OC)CC1 (stereo not drawn) | x | -17% | i | x | x | 4.6% | x | -10% | x
CCCn1c(=N)n(CC(=O)c2ccc(Cl)cc2)c2ccccc21 | u | u | i | -25% | u | 2.3% | -21% | 0% | u
COc1cccc(-c2sc3ccc(OC)cc3c2C#CC2(O)CCCCC2)c1 | u | 1% | i | u | 12% | 8.4% | -41% | u | 12%
CC(c1ccncn1)N(C)Cc1nc(Cc2ccccc2F)no1 (stereo not drawn) | 2% | -26% | i | -2% | 10% | -0.2% | 1% | 4% | 13%
O=c1c2ccccc2nnn1COc1cccc(Cl)c1 | -2% | x | i | -12% | u | 0.5% | -53% | -26% | 1%
COc1ccc(/C=C(/NC(=O)c2ccccc2)C(=O)N2CCOCC2)cc1OC | 10% | 7% | i | 19% | -5% | -0.6% | 8% | -6% | -7%
O=C(Cc1ccccc1)NC1CCSc2ccccc21 (stereo not drawn) | 1% | -1% | i | -10% | 0% | -0.2% | -20% | -6% | 10%
CCCCOc1ccc(C2/C(=C(\O)c3ccc4c(c3)OCCO4)C(=O)C(=O)N2CCCN2CCOCC2)cc1 (stereo not drawn) | 1% | -9% | i | 6% | -24% | 3.5% | -10% | 0% | -4%
COc1cc(OC)c(NC(=O)CCc2nc(-c3ccc(C)cc3)no2)cc1Cl | 22% | 2% | i | -15% | x | 0.2% | -47% | 1% | -17%
COc1ccc(C2(C(=O)N3CCOCC3)CCCC2)cc1 | 5% | -2% | i | 12% | -21% | -0.4% | 5% | 19% | -13%
COC(=O)c1c(NC(NC(=O)C(C)C)C(Cl)(Cl)Cl)sc2c1CCC2 (stereo not drawn) | u | -13% | i | u | 18µM* | 3.2% | 0% | 2% | -1%
Cc1[nH]n(C(N)=S)c(=O)c1N=Nc1ccc(S(=O)(=O)N2CCCCCC2)cc1 | -3% | 1% | u | -1% | -4% | 0.6% | -29% | 1%[57.1 µM] | -11%
Cc1cc(C(=O)Nc2nncs2)oc1C | u | -25% | i | -5% | 11% | 0.4% | -29% | 7% | -4%
O=C1C(Cl)=C(N2CCCCCC2)C(=O)N1c1ccccc1Cl | 1% | 7% | i | 3% | 4% | 2.6% | 6% | u | -9%
Cc1ccc(-c2cnc(C(O)c3cc(C)cc(C)c3)[nH]2)cc1 (stereo not drawn) | x | 9% | i | 18% | x | 1.2% | 0% | 3% | x
CNc1ncc(C(=O)c2ccc(Cl)cc2)s1 | 7% | 28% | u | -10% | u | -0.1% | -6% | -1% | -7%
Cc1cc(C)c(NC(=O)CSc2nc3ccccc3c3nc(CCn4cncc4C)nn23)c(C)c1 | x | u | u | 26% | x | 4.2% | 5% | x | u
O=C(NNc1ccccc1[N+](=O)[O-])NC1CCCCC1 | 1% | x | i | 5% | 6% | 1.9% | -23% | 0% | 2%
O=C1c2ccccc2C(c2nnnn2Cc2ccccc2)N1CCc1ccc(O)cc1 (stereo not drawn) | x | -3% | u | x | x | 0.8% | x | 6% | x
O=C(CSc1cccc[n+]1[O-])c1ccc(-c2ccccc2)cc1 | 8.2µM* | -14% | u | u | u | 13% | -53% | -3% | 0%
O=C(CNC(=O)c1ccc(Cl)cc1)NC1CCCCC1 | 1% | 2% | i | -2% | 1% | 0.3% | -34% | 13% | 8%
O=C1OCCN1C(=O)[C@H]1[C@H](c2ccc(Cl)cc2)C(c2cccc(Cl)c2)=NN1c1ccc(Br)cc1 | u | 6% | x | u | u | 6.6% | -25% | -3% | u

Continuation:
smiles | MCF10A rerep | ATXN2 expr inh | ATXN viability | TGFb inhibitor | Nrf2 block | Nrf2 ARE act | HepG2 viability | EPAC2 antagonist | A549 tox
Cc1cccc(NC(=O)c2nc[nH]c2C(=O)Nc2ccccc2F)c1 | x | -1% | i | 18% | x | 0.2% | 6% | 4% | x
COc1ccc(NS(=O)(=O)c2cc(NC(=O)C3CCCO3)ccc2N2CCCC2)cc1 (stereo not drawn) | -3% | 3% | i | -7% | -3% | 0.1% | -14% | -2% | -2%
COc1ccc(CCNC(=O)C2CCN(S(=O)(=O)c3c(C)noc3C)CC2)cc1OC | -2% | -1% | i | 2% | 12% | 0.0% | -2% | -2% | -2%
CCCCn1c(SCC(=O)N2CCOCC2)nc2ccccc2c1=O | -5% | 7% | i | 3% | -10% | -0.5% | -4% | 7% | -18%
CCC(NC(=O)Nn1cnnc1)(C(F)(F)F)C(F)(F)F | 14% | 7% | i | -11% | 3% | 0.2% | -1% | 1% | -8%
COC(=O)c1cc(COC(=O)c2cccnc2SC)oc1C | 0% | -6% | i | 3% | 13% | -0.7% | -4% | -13% | -7%
Cc1csc(NC(=O)CCn2c(=O)oc3ccccc32)n1 | -1% | 8% | i | 0% | 2% | 0.1% | -4% | 1% | 1%
COCCN1C(=O)N[C@@H](c2cccc(C(F)(F)F)c2)C(C(=O)OC)=C1C | -10% | 1% | i | 11% | 1% | -0.2% | 10% | 11% | 0%
COc1ccc(NC(=O)c2ccc3[nH]c(=O)c(=O)[nH]c3c2)c(OC)c1 | -4% | 1% | i | -1% | 7% | -0.3% | 2% | -3% | 4%
COc1ccccc1NC(=O)C1=C(C)Nc2nnnn2C1c1cc(Br)ccc1OC (stereo not drawn) | 4% | -6% | i | 2% | 4% | 17% | -17% | -5% | 2%
O=C(CCNS(=O)(=O)c1ccc(Br)cc1)NNC(=O)C1COc2ccccc2O1 (stereo not drawn) | 16% | -10% | i | -20% | u | -0.2% | -8% | -17% | -1%
Cc1ccc(NC(=O)CSc2nnc(-c3cnccn3)n2C)cc1C | 1% | 5% | i | -20% | 3% | -0.3% | 3% | -3% | 11%
CCN(CC)S(=O)(=O)c1cccc(NC(=O)CN2C(=O)c3ccc([N+](=O)[O-])cc3C2=O)c1 | 9% | 6% | i | -21% | -13% | 0.0% | -19% | u | 18%
CC(=O)N1c2ccccc2C(CBr)=CC1(C)C | 0% | -14% | u | -2% | -1% | -1.1% | 6% | 1% | -3%
CC(=O)NS(=O)(=O)c1ccc(NS(=O)(=O)c2ccccc2[N+](=O)[O-])cc1 | -11% | -2% | i | 5% | -4% | -0.2% | 7% | 5% | 3%
Cc1c(CN(C)C)c2c(n1Cc1ccccc1)C(=O)c1ccc(Br)cc1-2 | u | u | u | u | 2% | 3.2% | 18µM* | -7% | u
Cc1ccc(NC(=O)CN2C(=O)c3ccccc3Sc3ccc(C(=O)N4CCOCC4)cc32)c(Cl)c1 | x | x | x | u | x | 4.2% | -18% | x | -4%
CCc1ccccc1Nc1nc(N)nc(CSc2nnc3ccccn23)n1 | -24% | 15% | i | 1% | u | 2.6% | -2% | 10% | 3%
COc1cc(NC(=S)N2CCCC(C)C2)c(OC)cc1Cl (stereo not drawn) | -39%[inhibitor] | -6% | u | -11% | 3% | 3.3% | 0% | 1% | -5%
CC(=O)Nc1c(NCC(C)C)c2ccccc2oc1=O | -2% | -8% | i | 5% | -25% | -0.2% | -7% | 4% | -9%
CC(C)CSc1nnc(N)s1 | -1% | 3% | i | 2% | 13% | 0.2% | -2% | -4% | -7%
O=C(CCC(NC(=O)OCc1ccccc1)C(=O)O)OCc1ccccc1 (stereo not drawn) | 1% | 5% | i | 1% | -3% | 0.2% | -25% | -8% | 0%
O=C(CSc1nc(-c2ccc(F)cc2)cs1)NC(=O)NCc1ccco1 | -11% | -1% | i | -21% | 10% | 8.6% | -22% | 5% | -2%[1.84 µM]
COc1ccc(NC(=O)c2ccc(COc3ccccc3OC)o2)cc1OC | 12% | -14%&-14% | u | 1%&28% | -15%&1% | 6.7%&3.4% | -4%&10% | 0% | 0%&-12%
Cc1ccccc1C(=O)N/N=C/c1ccncc1 | -1% | 5% | i | 1% | 10% | -0.1% | -19% | 6% | -4%
Cc1ccccc1S(=O)(=O)NC1OC(=O)C(Cl)=C1Cl (stereo not drawn) | u | 2% | i | u | 4% | 4.7% | 14% | 0% | 0%
Cc1nc([N+](=O)[O-])c(NCCO)n1Cc1ccccc1 | -6% | 23% | i | 1% | -2% | -0.7% | 5% | 0% | -24%
COc1ccc(C(=O)CN2C(=O)c3ccccc3S2(=O)=O)cc1Br | 10% | u | u | -14% | -18% | -0.2% | -50% | -3% | -3%
C=CCn1c(-c2ccccc2)nc2nc3ccccc3nc21 | u | 33% | i | -20% | u | 6.2% | 2% | 15% | -1%

Some of the entries so far, as labelled records.
CCC(NC(=O)Nn1cnnc1)(C(F)(F)F)C(F)(F)F
  MCF10A rerep: 14%
  ATXN2 expr inh: 7%
  ATXN viability: i
  TGFb inhibitor: -11%
  Nrf2 block: 3%
  Nrf2 ARE act: 0.2%
  HepG2 viability: -1%
  EPAC2 antagonist: 1%
  A549 tox: -8%

COC(=O)c1cc(COC(=O)c2cccnc2SC)oc1C
  MCF10A rerep: 0%
  ATXN2 expr inh: -6%
  ATXN viability: i
  TGFb inhibitor: 3%
  Nrf2 block: 13%
  Nrf2 ARE act: -0.7%
  HepG2 viability: -4%
  EPAC2 antagonist: -13%
  A549 tox: -7%

A portion of the library (hit frequency here may not be typical).
